# Compound activity as filed in PubChem.
# H69AR growth 86K: proliferation blockers of H69AR lung cancer cells, primary screen, cell-based, human, 86K library; AID 598, 2007; 6% of 85,000 active; viability, % at 10 µM; H69AR lung tumor viability, ATP luminescence, 72 h; hits give low values;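 active = viability at or below 40%; inactive = viability above 40%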;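 note: multidrug resistant small cell line overexpressing MRP-1 efflux transporter; 100% = mean luminescence of untreated control wells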
# HUVEC prolif 384: inhibitors of HUVEC proliferation, primary screen, cell-based, 384-well; viability, % at 10 µM (by protocol); 1.1% of 86,000 active; CellTiter-Glo luminescence, 72 h; hits give low values;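 active = viability at or below 30%; inactive = viability above 30%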;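 note: 100% = median luminescence of DMSO-only cell control wells on each plate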
# Mac1 fbg enh: enhancers of CD11b/CD18 adhesion to fibrinogen, primary screen, K562 cells, luminescence. Integrin beta-2 (Homo sapiens) + Integrin alpha-M (Homo sapiens), P05107+P11215. ATPlite luminescence. activation, % at 10 µM. 0.07% of 93,000 active. AID 1499, 2009;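 active = 10 µM primary screen giving 50% or more activity, confirmed by 40% or more on retest at that dose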; note: strong numbers were not always called active
# ERa coact inh: ERα–SRC-1 coactivator interaction inhibitors, primary screen, biochemical, TR-FRET, ERα LBD, estradiol-bound; Estrogen receptor (Homo sapiens), P03372; TR-FRET ER-alpha LBD / SRC-1 peptide; inhibition, % at 25.6 µM; 1.7% of 86,000 active; AID 629, 2007; in the data active = inhibition above about 50%;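 note: 0% = receptor plus peptide control and 100% = peptide only without receptor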
# MT1-MMP txn act: MT1-MMP promoter reporter activation – cell-based, luciferase luminescence, primary screen; HT1080 MT1-MMP promoter luciferase reporter, overnight; hits give high values; activation factor at 10 µM; 0.16% of 86,000 active;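 active = activation factor of at least 2 for MT1-MMP transcription at 10 µM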
# Smad3 inh: Smad3/FoxH1 peptide binding inhibitors, primary screen, biochemical, TR-FRET; TR-FRET Smad3/Dy647-FoxH1 peptide binding, europium anti-His; AID 630, 2007; Mothers against decapentaplegic homolog 3 (Homo sapiens), P84022; inhibition, % at 25 µM; 0.29% of 88,000 active;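 active = compounds that reduce the energy-transfer binding signal between the protein and its labelled peptide by more than half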;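 note: 0% = Smad3 plus labelled peptide maximal FRET and 100% = peptide-only background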
# Target sequence (P84022 whole entry, looked up): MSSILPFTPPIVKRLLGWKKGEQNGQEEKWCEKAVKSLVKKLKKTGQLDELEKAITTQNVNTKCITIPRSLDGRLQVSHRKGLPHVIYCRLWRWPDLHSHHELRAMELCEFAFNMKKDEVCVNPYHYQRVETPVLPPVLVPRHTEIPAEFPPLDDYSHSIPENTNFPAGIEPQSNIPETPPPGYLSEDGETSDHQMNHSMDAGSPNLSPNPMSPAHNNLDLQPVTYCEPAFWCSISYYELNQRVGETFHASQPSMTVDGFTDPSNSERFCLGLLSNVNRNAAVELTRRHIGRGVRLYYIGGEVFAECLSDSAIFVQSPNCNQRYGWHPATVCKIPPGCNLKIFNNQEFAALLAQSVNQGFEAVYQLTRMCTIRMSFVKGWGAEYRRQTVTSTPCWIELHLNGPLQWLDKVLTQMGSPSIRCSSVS
# Fibroblast inh: antiproliferative effect on LL 47 fibroblasts – human, LL 47 cells, CellTiter-Glo luminescence, primary screen. LL 47 human lung fibroblast viability, ATP luminescence; hits give low values. viability, % at 10 µM. 1.1% of 85,000 active. AID 719, 2007;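 active = viability at or below 50% in the single dose screen; inactive = viability above 50%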;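 note: compound exposure lasted 72 h before the ATP readout; 100% = median luminescence of untreated cell-only wells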
#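 test system = LL 47 human lung fibroblasts | amount = 1,150 fibroblasts seeded per well | medium = 15% FBS in IMEM | times = overnight cell rest, 72 h compound treatment at 37 °C | measured by = CellTiter-Glo luminescence measuring cellular ATP | read-out = viability percentage against median untreated-cell control | benchmarks = cell-only wells, no compound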
# ERa coact pot: enhancers of ERα–SRC-1 coactivator binding, primary screen, biochemical, TR-FRET, ERα LBD, low estradiol; TR-FRET ERalpha-LBD/SRC-Cy5 coactivator binding, 2 h; 100 = basal binding, no effect; coactivator binding (% of control), % at 25.6 µM; 1.3% of 86,000 active; AID 639, 2007; in the data active = activity above about 200%;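 note: binding measured in presence of low estradiol as agonist stimulus; 0% = peptide alone without receptor and 100% = receptor with peptide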
# ERb SRC1 inh: inhibitors of ERβ-SRC1 coactivator interaction, primary screen, biochemical, TR-FRET, ERβ LBD, SRC-1 peptide | Estrogen receptor beta (Homo sapiens), Q92731 | TR-FRET ER-beta LBD / SRC1-Cy5 peptide binding; receptor agonist-loaded with 1 µM estradiol | inhibition, % at 25.6 µM | 1.3% of 86,000 active | AID 633, 2007;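 active = compounds whose percent inhibition of the receptor-coactivator binding signal exceeds about 50% in the single-dose screen, limit read from the data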;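 note: 0% = receptor plus peptide wells without compound and 100% = peptide-only wells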
# Target sequence (Q92731 whole entry, looked up, the tested form may be a part): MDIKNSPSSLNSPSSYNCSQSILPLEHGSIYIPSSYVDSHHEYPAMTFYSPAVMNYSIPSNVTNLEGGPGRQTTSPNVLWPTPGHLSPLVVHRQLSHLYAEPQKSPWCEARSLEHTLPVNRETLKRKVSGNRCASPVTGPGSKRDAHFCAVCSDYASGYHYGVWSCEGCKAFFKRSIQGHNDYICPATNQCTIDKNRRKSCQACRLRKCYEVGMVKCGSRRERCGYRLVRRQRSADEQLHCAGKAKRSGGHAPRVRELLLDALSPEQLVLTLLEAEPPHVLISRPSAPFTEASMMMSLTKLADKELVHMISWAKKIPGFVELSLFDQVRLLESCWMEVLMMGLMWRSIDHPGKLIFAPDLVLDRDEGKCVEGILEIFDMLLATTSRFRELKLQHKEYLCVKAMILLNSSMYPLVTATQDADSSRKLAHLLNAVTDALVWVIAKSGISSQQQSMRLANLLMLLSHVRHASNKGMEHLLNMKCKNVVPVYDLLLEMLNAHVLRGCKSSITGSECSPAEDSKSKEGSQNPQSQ
# Starred values were filed as active, the others as inactive; nt = no result given; [ ] = remark or other dose. The list is partial. The share of hits here may be higher or lower than overall.
cpd	canonical_smiles	H69AR growth 86K	HUVEC prolif 384	Mac1 fbg enh	ERa coact inh	MT1-MMP txn act
1	Cc1ccc(-c2nc(SCC(=O)NCCN3C(=O)CSC3=O)[nH]c2-c2ccc(C)cc2)cc1	63	76	4	-4	1.1
2	COc1ccccc1C(=O)NCCCn1cc(Br)c(C)n1	94	96	-2	-13	1
3	Cc1cc(N2CCN(C3CCCC3)CC2)n2c(nc3ccccc32)c1C#N	64	92	nt	1	1.1
4	CC(=O)OCC(=O)Nc1ccc(Cl)cc1Cl	90	89	-5	-2	1.1
5	Cc1cccc(N2CCN(C(=O)c3ccc(Cl)c(S(=O)(=O)NCc4ccco4)c3)CC2)c1C	21*	55	-2	-2	0.9
6	COC1(OC)C(/C=C/c2ccc(C)cc2)C(C#N)(C#N)C1(OC)OC (centres undefined)	12*	87	nt	-55	1
7	O=C1/C(=C\c2cccs2)N=C(c2cccs2)N1Nc1ccccc1	94	90	-4	-3[fluorescence artefact?]	nt
8	CN(C)CCOC(=O)C12CC3CC(CC(C3)C1)C2	100	96	1	4[fluorescence artefact?]	1
9	O=C(CSc1nnc(NC2CCCCC2)s1)NC1CCS(=O)(=O)C1 (centres undefined)	95	110	-1	5[fluorescence artefact?]	1.1
10	Cc1cc(C2C(=O)CC(=O)CC2c2ccccc2)on1 (centres undefined)	97	95	-1	-9	1.1
11	O=C(NCC1CCCO1)c1ccccn1 (centres undefined)	91	98	nt	-4	1
12	C/C(=C\C(=O)c1ccc(C)o1)Nc1ccc2c(c1)OCO2	53	81	-3	-6[fluorescence artefact?]	1.2
13	C=CCN1C(=O)CSc2ccc(C(=O)NCCC3=CCCCC3)cc21	65	90	4	8[fluorescence artefact?]	1.1
14	CCOc1ccc(N2C(=O)c3cccnc3C2Nc2ccc(OC)cc2)cc1 (centres undefined)	88	77	-2	-7	1.3
15	O=C(CCCCCn1c(=O)[nH]c2ccccc2c1=O)NCCCN1CCN(c2ccccc2F)CC1	103	86	-4	11	1

cpd	Smad3 inh	Fibroblast inh	ERa coact pot	ERb SRC1 inh
1	-7	93	91	-12
2	3	129	117	-7
3	2	99	115	-4
4	7[fluorescence artefact?]	98	97	-6
5	10	68	91	16
6	7	55	115[fluorescence artefact?]	-2
7	4	98	95	-3
8	5	103	108	1
9	10[fluorescence artefact?]	105	121	0
10	7	104	80	7
11	-6	102	113	11
12	14	97	120[fluorescence artefact?]	-5
13	9	104	98	2[fluorescence artefact?]
14	10	102	114[fluorescence artefact?]	-3
15	-6	95	93	-5

# Additional compounds follow.
cpd	canonical_smiles	H69AR growth 86K	HUVEC prolif 384	Mac1 fbg enh	ERa coact inh	MT1-MMP txn act
16	COc1ccc(-n2c(=O)c3ccccc3n(CC(=O)NC3CCCC3)c2=O)c(OC)c1	107	106	-4	5	1.1
17	O=C(CSc1nnc(-c2ccccn2)n1Cc1ccco1)c1ccc(-c2ccccc2)cc1	71	99	1	39	1
18	CCOC(=O)N1CCN(C(=O)c2cc(OC)cc(OC)c2)CC1	94	95	nt	-9[fluorescence artefact?]	1.2
19	O=C1c2cccc3cccc(c23)C(=O)N1c1nccs1	97	108	1	4	1
20	CN(C)CCCNCCCNC(=O)c1ccccn1	101	99	-3	-3	1.1
21	c1cn2cc(CN3CCOCC3)nc2s1	108	85	-1	8[fluorescence artefact?]	1.2
22	Cc1ccc(N/C=C/C(=O)c2ccc(C)cc2)cc1	89	101	-4	2[fluorescence artefact?]	0.8
23	COc1ccc(CCNc2oc(Cc3ccccc3)nc2C#N)cc1OC	83	100	-3	0	1
24	CCS(=O)(=O)c1ccc2oc(SCC(=O)NC(C)C3CC4CCC3C4)nc2c1 (centres undefined)	97	102	-4	-3	1
25	CCOc1cc(/C=C2/NC(=O)N(Cc3ccccc3F)C2=O)ccc1O	42	72	nt	-15[fluorescence artefact?]	1.3
26	COc1c(F)c(F)c(C(=O)Nc2cccc(Cl)c2N2CCOCC2)c(F)c1F	92	109	2	13	1
27	Cc1nnc2ccc(N3CCOCC3)nn12	91	86	-3	4	1
28	CN1CCN(C(=O)c2cnn(-c3ccccc3)c2NC(=O)c2cccs2)CC1	99	96	2	-9	nt
29	CS(=O)(=O)Nc1ccc(C(=O)NCc2ccco2)cc1	43	93	-2	4	1.3
30	Cc1nc(CC(=O)Nc2nc(-c3ccccc3)cs2)cs1	89	86	-2	-3[fluorescence artefact?]	1.2

cpd	Smad3 inh	Fibroblast inh	ERa coact pot	ERb SRC1 inh
16	-21	120	101	6
17	-3	91	228*[fluorescence artefact?]	38[fluorescence artefact?]
18	1	100	92	2
19	8	107	128[fluorescence artefact?]	-7
20	10	102	110	-10
21	-1	102	103	12[fluorescence artefact?]
22	-6	108	114	1[fluorescence artefact?]
23	-15[fluorescence artefact?]	110	102	0
24	-6	100	98	-6
25	1	95	101[fluorescence artefact?]	-18
26	-7	106	119	10[fluorescence artefact?]
27	6	91	107	-4[fluorescence artefact?]
28	3	105	99	-9
29	1	95	103	3
30	-4	99	106[fluorescence artefact?]	-3[fluorescence artefact?]

# More compounds.
cpd	canonical_smiles	H69AR growth 86K	HUVEC prolif 384	Mac1 fbg enh	ERa coact inh	MT1-MMP txn act
31	Fc1ccc(Cn2cnc3ccccc32)cc1	87	95	-4	4	1.1
32	O=C(CCSCCc1ccccn1)Nc1nccs1	94	102	1	-5	1.1
33	O=C(OCc1ccc([N+](=O)[O-])cc1)C1CC(=O)N(c2ccccc2)C1 (centres undefined)	95	93	0	-6	nt
34	O=C(CCCOc1ccccc1)N1CCN(c2ccccn2)CC1	80	85	-3	-20	0.8
35	O=C(NCc1ccco1)c1cc(S(=O)(=O)N2CCOCC2)ccc1Cl	84	104	-3	1	0.9
36	N#CCSc1nc2ccccc2c(=O)n1-c1ccccc1	77	99	-2	2	1.1
37	CCN(CC)CCn1c(=N)n(CCO)c2ccccc21	91	105	-3	5	1
38	CCC1(C)Cc2c(C#N)c(N)n(-c3ccccc3)c(=O)c2CO1 (centres undefined)	98	97	17	-3	1.1
39	CC1=C(C(=O)Nc2ccccc2)C(c2ccco2)NC(=O)N1 (centres undefined)	102	100	nt	-1	1.1
40	COCCN1C(=O)C(=O)/C(=C(/O)c2ccc3c(c2)OCCO3)C1c1ccc(C(=O)OC)cc1 (centres undefined)	96	111	-4	-7[fluorescence artefact?]	1.3
41	Cc1ccc(-c2cc(C(F)(F)F)n3nc(C(=O)Nc4c(C)n(C)n(-c5ccccc5)c4=O)cc3n2)cc1	102	85	-6	1	1.1
42	COc1cccc(C(=O)NCc2cn3ccsc3n2)c1	92	97	-3	-6	1.1
43	Cc1ccc(CNC(=O)C2C3C=CC(C3)C2C(=O)O)cc1 (centres undefined)	100	101	0	-8	1
44	COc1ccc(-c2c3c(=O)n(C)c(=O)n(C)c3cn2-c2cccc(OC)c2)cc1	71	91	0	0	1.3
45	CCc1ccc(O)c(N=Cc2cccc(C)c2O)c1	51	86	2	-2[fluorescence artefact?]	1.1

cpd	Smad3 inh	Fibroblast inh	ERa coact pot	ERb SRC1 inh
31	-15	104	97	-11
32	-11	115	118	-4
33	-5	100	86	-4
34	11	93	112	-7[fluorescence artefact?]
35	-19[fluorescence artefact?]	100	78	4[fluorescence artefact?]
36	13	103	100	9
37	9	100	100	-4
38	1	103	94	-10
39	0	97	150	-5
40	-4	108	91[fluorescence artefact?]	-10[fluorescence artefact?]
41	12	107	97	-24
42	-6	105	104[fluorescence artefact?]	-3[fluorescence artefact?]
43	-4	97	120	-21
44	-6	92	103	-1
45	-5	100	91	0[fluorescence artefact?]

# Complete entries from above. Values in the order: H69AR growth 86K	HUVEC prolif 384	Mac1 fbg enh	ERa coact inh	MT1-MMP txn act	Smad3 inh	Fibroblast inh	ERa coact pot	ERb SRC1 inh
# N#CCSc1nc2ccccc2c(=O)n1-c1ccccc1 is listed as 77	99	-2	2	1.1	13	103	100	9
# O=C(NCc1ccco1)c1cc(S(=O)(=O)N2CCOCC2)ccc1Cl is listed as 84	104	-3	1	0.9	-19[fluorescence artefact?]	100	78	4[fluorescence artefact?]
# O=C(OCc1ccc([N+](=O)[O-])cc1)C1CC(=O)N(c2ccccc2)C1 (centres undefined) is listed as 95	93	0	-6	nt	-5	100	86	-4
# CCc1ccc(O)c(N=Cc2cccc(C)c2O)c1 is listed as 51	86	2	-2[fluorescence artefact?]	1.1	-5	100	91	0[fluorescence artefact?]
# O=C(CCCOc1ccccc1)N1CCN(c2ccccn2)CC1 is listed as 80	85	-3	-20	0.8	11	93	112	-7[fluorescence artefact?]

# Continued.
cpd	canonical_smiles	H69AR growth 86K	HUVEC prolif 384	Mac1 fbg enh	ERa coact inh	MT1-MMP txn act
46	c1ccc(OCCCc2nc(-c3ccccn3)no2)cc1	88	97	7	-29	1.3
47	Cc1nn(CC#N)c(=O)n1-c1ccccc1F	102	99	-2	-3	nt
48	CC(=O)N1CCc2cc(C(=O)CN3CCC(C)CC3)ccc21	104	109	2	-5	1
49	Cc1ccc(CCNC(=O)C2CCN(C(=O)N(C)C)CC2)cc1	87	95	-4	3[fluorescence artefact?]	nt
50	O=C(COc1ccc(Cl)cc1)N1CCN(c2cccc(C(F)(F)F)c2)CC1	97	101	-3	-6	1.1
51	CC1=C(C(=O)OC(C)C)C(c2ccc(F)cc2)NC(=O)N1 (centres undefined)	102	93	1	2	1.2
52	COc1ccc(CN=CC2=C(O)CNC2=O)cc1OC	98	94	-2	-40	1.2
53	CCOC(=O)C1C(c2ccccc2Cl)NC(=O)N(C)C1(O)C(F)(F)F (centres undefined)	87	105	-1	2	1
54	C=CCOC(=O)C1=C(C)OC(N)=C(C#N)C1c1ccoc1 (centres undefined)	98	108	2	11	0.9
55	COc1ccc(C(=O)CSc2nnc(-c3ccccn3)n2Cc2ccco2)cc1	76	89	-8	14[fluorescence artefact?]	1.1
56	Cc1ccc(-c2cc(-c3ccc(F)cc3)nc(N)c2C#N)o1	14*	68	0	20	1.1
57	Nc1ccc(C(=O)Nc2ccco2)cc1	80	90	nt	-12	1.2

cpd	Smad3 inh	Fibroblast inh	ERa coact pot	ERb SRC1 inh
46	2	95	115	-13
47	2	104	107[fluorescence artefact?]	0
48	3	106	115	6[fluorescence artefact?]
49	4	108	107	-3[fluorescence artefact?]
50	8	102	83	3
51	-9	92	109	-1
52	10	104	92	-27
53	-9	99	111	-2
54	1	90	46[fluorescence artefact?]	17
55	13	102	271*[fluorescence artefact?]	14[fluorescence artefact?]
56	-1	93	157[fluorescence artefact?]	16
57	9	92	100	0
